Source: PubChem BioAssay (The Scripps Research Institute Molecular Screening Center)
M1 ag = human M1 muscarinic receptor agonism | hit rate 0.33% among 360,000 | AID 588814 | activation, % at 3 µM | CHO-K1 hM1, Fluo-8 calcium fluorescence, agonist mode; 0% DMSO, 100% acetylcholine EC100 | P11229;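 active = activation above the run's mean compound activation plus 3 SD, cut at about 16% in these data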;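 note: peak over basal fluorescence ratio within a 140 s kinetic read after compound addition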
TAAR1 agonist = agonists of human TAAR1 | Q96RJ0 | CHO RD-HGA16 TAAR1, Fluo-8 calcium fluorescence; vehicle wells 0%, saturating PEA agonist 100% | activation, % at 3 µM | hit rate 0.99% among 360,000 | AID 624467;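 active = activation above the mean activation of all test compounds in the run plus 3 SD, cut at about 38% in these data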
Target sequence (Q96RJ0 whole entry, looked up): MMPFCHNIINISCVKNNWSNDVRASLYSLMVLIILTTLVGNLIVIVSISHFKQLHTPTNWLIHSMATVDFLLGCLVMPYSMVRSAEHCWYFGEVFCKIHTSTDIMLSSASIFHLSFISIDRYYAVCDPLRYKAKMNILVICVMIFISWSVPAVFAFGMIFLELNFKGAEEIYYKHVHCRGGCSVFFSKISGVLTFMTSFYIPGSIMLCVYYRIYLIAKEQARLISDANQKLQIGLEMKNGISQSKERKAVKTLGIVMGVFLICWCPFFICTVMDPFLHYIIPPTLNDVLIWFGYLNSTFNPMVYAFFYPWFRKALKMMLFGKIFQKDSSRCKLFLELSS
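Benchmarks: low control DMSO, high control PEA (EC100); System: CHO RD-HGA16 cells carrying human TAAR1 plus Gα16; Detection: Fluo-8 fluorescence, 5 s baseline then 140 s kinetic read; Schedule: 17-24 h plating, Fluo-8 75 min 37 °C, 30 min RT; Read-out basis: % activation from peak over basal fluorescence ratio, DMSO-to-PEA scaled.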
CHO-K1 Ca antag = counter-screen for M1 antagonists: effect in parental CHO-K1 cells; ATP-induced calcium, Fluo-8 fluorescence; hit rate 0.6% among 360,000; inhibition, % at 3 µM;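 active = inhibition above a per-plate cutoff, the plate's mean sample inhibition plus 3 SD, cut at about 24% in these data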;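 note: 0% = DMSO plus EC80 ATP and 100% = DMSO alone without ATP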
CHO parental Ca = counter-screen: ATP calcium response change in parental CHO cells; parental CHO-K1, ATP-induced calcium, Fluo-8 fluorescence; inhibition, % at 5.6 µM; hit rate 0.63% among 330,000;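 active = inhibition above that plate's mean sample inhibition plus 3 SD, cut at about 26% in these data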;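 note: 0% = ATP-challenged DMSO wells and 100% = DMSO wells without ATP; some compounds past the cut are filed as inactive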
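Material: Parental CHO cells | Reagent: ATP | Compound dosing: Single nominal dose of 5.6 µM per compound | Detection: Intracellular calcium via Fluo-8 no-wash fluorescent dye | Read-out: % inhibition of ATP-induced calcium mobilization | Benchmarks: Low control ATP plus DMSO, high control DMSO only | Replicates: Singlicate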
V1aR counter = counter-screen for oxytocin receptor agonists: human V1a receptor agonists; P37288; CHO-V1R cells, Fluo-8 calcium fluorescence, agonist mode; 0% DMSO, 100% 3 nM vasopressin; activation, % at 3 µM; hit rate 0.25% among 320,000;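 active = activation above the mean activation of all tested compounds plus 3 SD, per screening run, cut at about 20% in these data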;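 note: signal is peak over basal fluorescence ratio across a 100 second FLIPR read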
Target sequence (P37288 whole entry, looked up): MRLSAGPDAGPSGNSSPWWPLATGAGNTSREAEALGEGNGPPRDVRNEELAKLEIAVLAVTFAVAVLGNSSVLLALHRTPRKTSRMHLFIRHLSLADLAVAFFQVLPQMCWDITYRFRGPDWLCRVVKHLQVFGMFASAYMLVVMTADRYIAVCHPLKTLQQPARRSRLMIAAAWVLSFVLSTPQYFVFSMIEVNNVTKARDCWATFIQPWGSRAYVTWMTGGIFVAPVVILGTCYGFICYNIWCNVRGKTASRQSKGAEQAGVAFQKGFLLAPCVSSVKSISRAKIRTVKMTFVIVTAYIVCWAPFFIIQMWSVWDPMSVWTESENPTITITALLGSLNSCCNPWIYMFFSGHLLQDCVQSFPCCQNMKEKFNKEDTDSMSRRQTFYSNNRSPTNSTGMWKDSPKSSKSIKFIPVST
OXTR potentiate = human OXTR potentiation. P30559. CHO-OTR cells, Fluo-8 calcium fluorescence, potentiator mode; 0% = oxytocin EC15, 100% = EC100. activation, % at 3 µM. hit rate 0.061% among 320,000. AID 2445;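 active = activation above that plate's cutoff, the mean activation of tested compounds plus 3 SD, cut at about 6.6% in these data, passing the limit was not always enough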;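 note: 100% uses oxytocin at 75 nM as the full agonist control; some results filed as inactive read as strong as hits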
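Assay system: CHO-OTR cells, human receptor / Also added: oxytocin at about EC15, sub-maximal agonist stimulus / Dosing: single dose, 3.0 µM nominal final compound concentration / Incubation: 6 min pre-incubation, 100 s read / Technique: Fluo-8 calcium dye fluorescence / Read-out: % activation vs EC15 and EC100 oxytocin / Benchmarks: EC15 oxytocin low, 75 nM oxytocin high / Replicates: singlicate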
M1 PAM parental = counter-screen for M1 PAMs: effect in parental CHO-K1 cells; AID 602247; ATP EC20, Fluo-8 calcium fluorescence; 0% at ATP EC20, 100% at ATP max; activation, % at 3 µM; hit rate 0.02% among 360,000;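 active = activation above the run cutoff, the mean activation of all test compounds plus 3 SD, cut at about 40% in these data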;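 note: peak over basal fluorescence ratio in a 140 s read after ATP addition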
M1 ag parental = counter-screen for M1 agonists: effect in parental CHO-K1 cells; Fluo-8 calcium fluorescence; scaled to maximal ATP response, vehicle zero; activation, % at 3 µM; hit rate 0.48% among 360,000; in the data active = activation above about 15%;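 note: untransfected CHO-K1 host cells lacking M1 receptor as counterscreen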
TAAR1 antagonist = antagonists of human TAAR1. AID 624466. Q96RJ0. CHO RD-HGA16 TAAR1, Fluo-8 calcium fluorescence, antagonist. inhibition, % at 3 µM. hit rate 1.5% among 360,000;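 active = inhibition above a per-plate cutoff, the mean inhibition of test compounds on that plate plus 3 SD, cut at about 49% in these data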;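 note: 0% = DMSO plus EC80 beta-PEA response and 100% = DMSO alone without agonist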
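Assay system: RD-HGA16 CHO cells with stable hTAAR1 and Gα16 / Reagent: EC80 β-phenethylamine stimulus / Doses: 3 µM, single point / Timing: dye loading 75 min at 37 °C, then 30 min room temperature / Measured by: Fluo-8 intracellular calcium dye fluorescence, real-time kinetic reads / Controls: vehicle wells and EC80 agonist wells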
* marks the source's active call; other numbers are inactive results; . = not tested or not shown; & = joins results of further samples; ! = not confirmed by another sample.

SMILES	M1 ag	TAAR1 agonist	CHO-K1 Ca antag	CHO parental Ca	V1aR counter	OXTR potentiate	M1 PAM parental	M1 ag parental	TAAR1 antagonist
CCOC(=O)c1oc2ccccc2c1CN1CCN(C(=O)c2ccccc2)CC1	-4	1	-10	-21	-1.0	0	26	1.8	0
O=S(=O)(Nc1ccc2c(c1)OCCO2)c1cccc2nsnc12	-4	10	-14	-10	1.3	-15	8	5.3	-3
CCN(CC)CCNC(=O)CS(=O)Cc1nc(-c2ccc(Cl)cc2)oc1C (configuration not stated)	-6	0	-4	-4	-0.4	-16	14	0.5	-3
CCCn1cnc2scc(-c3ccc(C)c(C)c3)c2c1=O	-7	3	-2	8	-1.5	2	17	0.8	-16
COCCN(CC(=O)Nc1ccccc1C(F)(F)F)C(=O)/C=C/c1cc(Cl)c2c(c1)OCCO2	-2	15	-2	.	.	.	4	-0.6	19
COCCNC(=O)C1CCC(CNS(=O)(=O)c2ccc(F)cc2)CC1 (configuration not stated)	-3	5	-6	5	1.1	-7	11	2.5	-13
O=C(c1ccco1)N1CCN(C(=O)C2CCCN(S(=O)(=O)Cc3ccccc3)C2)CC1 (configuration not stated)	-1	3	-4	-16	0.0	-6	20	2.1	-2
N#CCSc1nnc(Cc2ccc3c(c2)OCO3)o1	-3	6	-1	3	0.5	-6	-3	0.3	-12
CCOC(=O)C(C)On1c(-c2cccc(Cl)c2)nc2ccc([N+](=O)[O-])cc21 (configuration not stated)	-1	20	5	-10	3.6	-19	10	5.2	44
CS(=O)(=O)c1ccc2c(c1)sc1nc(=O)c(/C=C3/C=CC(=O)C(O)=C3)c(N)n12	0	10	11	7	0.0	-8	-10	1.2	13
COC(=O)C1=C(C)NC(C)=C([N+](=O)[O-])C1c1ccccc1C(F)(F)F (configuration not stated)	-3&-3	4&4	35*!	-10&-6	1.8&1.8	0&-7	8&-12	0.1&-0.2	10&-1
CN(Cc1ccccn1)C(=O)c1ccc2nc(Cc3cccc(Cl)c3)oc2c1	-5	0	-17	-21	0.8	-4	11	4.3	11
N#CCCn1c(C(C#N)(CCC#N)CCC#N)nc2ccccc21	-1	4	-15	4	-0.1	3	13	0.0	-1
COc1cc(N)c(Cl)cc1C(=O)OCC(=O)N1CCCCCC1	0	13	-6	-9	0.5	8	3	0.2	13
Cc1ccc(N(C(=O)c2csnn2)C(C(=O)NC(C)(C)C)c2cccnc2)cc1C (configuration not stated)	-6	2	-1	-22	0.3	-7	11	4.8	-19
CCN1/C(=C/C=C2/SC(=Nc3cccc4ncccc34)N(C)C2=O)Sc2ccccc21	2	5	-12	.	.	.	8	1.6	-16
CC(C)c1cc(C(=O)N/N=C/c2cccnc2)cs1	2	5	5	-17	0.6	-6	7	-0.2	2
O=C1OCCC1=COCCOC=C1CCOC1=O	-1	1	-4	.	.	.	15	0.7	-4
CCC1CC(CSC(=N)N)OC1=O (configuration not stated)	-5	3	-1	-11	0.7	1	2	0.0	-17
O=C(CCNC(=O)C1CCN(S(=O)(=O)c2ccccc2)CC1)NCc1ccc(Cl)cc1	-1	4	1	-9	-0.2	4	8	0.1	-13
Oc1ccccc1N=N/C(=N/Nc1ccccc1O)c1ccccc1	-5	1	-13	-6	0.1	3	17	0.0	-2
O=C(Nc1cccc(Cl)c1)N(Cc1nc2ccccc2c(=O)[nH]1)C1CCCC1	-2	15	-3	-27	2.0	-5	-9	0.3	15
O=C(Nc1nnc(-c2ccccc2)o1)c1ccc(Cl)cc1	0	76*	9	-7	8.3	-2	-6	1.9	25
CCCCNC(=O)c1nc(C2CCN(S(=O)(=O)c3cccc(C(F)(F)F)c3)CC2)oc1-c1cccc(C(F)(F)F)c1	0	0	-6	.	.	.	-9	-0.2	-4
Cc1ccc(N2NC(=O)/C(=C/c3ccc(-c4ccc(Cl)c(C(=O)O)c4)o3)C2=O)cc1C	3	2	-6	-15	-0.5	-9	18	1.1	-4

2 entries picked at random from the list so far, as already listed:
SMILES	M1 ag	TAAR1 agonist	CHO-K1 Ca antag	CHO parental Ca	V1aR counter	OXTR potentiate	M1 PAM parental	M1 ag parental	TAAR1 antagonist
COCCNC(=O)C1CCC(CNS(=O)(=O)c2ccc(F)cc2)CC1 (configuration not stated)	-3	5	-6	5	1.1	-7	11	2.5	-13
CCCCNC(=O)c1nc(C2CCN(S(=O)(=O)c3cccc(C(F)(F)F)c3)CC2)oc1-c1cccc(C(F)(F)F)c1	0	0	-6	.	.	.	-9	-0.2	-4

Following part.
SMILES	M1 ag	TAAR1 agonist	CHO-K1 Ca antag	CHO parental Ca	V1aR counter	OXTR potentiate	M1 PAM parental	M1 ag parental	TAAR1 antagonist
CCN(Cc1ccc(N(C)C)cc1)C(C)C(=O)Nc1ccc(S(=O)(=O)N2CCCC2)cc1 (configuration not stated)	-8	4	-9	-10	-0.3	-8	12	1.2	-27
Cc1ccc(NC(=O)CSc2ncc(-c3ccccc3)n2C(=O)c2ccccc2)cc1	-3	17	0	-16	-0.3	0	-1	0.2	-13
COC(=O)c1ccc(-n2cncn2)c(F)c1	-3	2	-12	-6	1.1	-5	8	0.3	3
CC1(C(=O)Nc2cccc3ncccc23)CCN1C(=O)C1(c2ccccc2)CC1 (configuration not stated)	-3	3	-14	.	.	.	-4	1.3	-13
O=C(Nc1ccc2c(c1)OCO2)O[C@@H]1C[C@H]2CCC(=O)N3CC[C@@H](C1)[C@@H]23	-3	8	-7	-3	0.8	4	1	0.0	-1
CCOC(=O)c1c(S(=O)(=O)Nc2ccc(F)cc2Cl)c(C)n(C)c1C	-4	-1	-7	-19	-0.3	-7	7	-0.3	-8
C[C@@H]1CCCCO[C@@H](CN(C)C(=O)Nc2ccccc2)[C@@H](C)CN([C@H](C)CO)C(=O)c2cc(N(C)C)ccc2O1	-4	-2	-5	.	.	.	-3	-0.4	-33
CC(C)C(N)c1csc(NC(=O)Nc2cccc(C(F)(F)F)c2)n1 (configuration not stated)	1	22	5	.	.	.	-3	1.0	18
CC(C)CC(=O)NC(=S)Nc1ccc(N2CCOCC2)c(Cl)c1	-9	5	3	9	5.2	-21	4	3.1	12
COc1cc(-n2c(C)nc3cc(C(=O)O)ccc32)cc(OC)c1OC	-2	8	-14	14	-0.7	-6	4	1.8	-14
Cc1scc(C(=O)NNC(=S)NC(C)c2ccccc2)c1C (configuration not stated)	1	5	-4	-18	5.6	-4	3	0.9	-20
COc1ccc(C(=O)C[n+]2ccc3ccccc3c2C)cc1	-9	5	8	14	0.4	-8	-5	-0.1	0
CC(=O)Nc1ccc(NC(=O)c2csc([C@@H]3O[C@H](CO)[C@H](O)[C@H](O)[C@H]3O)n2)cc1	-3	1	-14	.	.	.	23	1.4	-14
O=c1c2ccccc2nc2c3ccccc3c3nncn3n12	-3	6	-1	.	.	.	9	0.5	8
COC(=O)[C@H](C)NC(=O)COc1ccccc1	0	3	-10	3	-0.4	0	19	1.0	5
Cc1cc(Oc2ccccc2)nc(N2CCOCC2)n1	-1	23	-8	-11	-0.8	-9	5	-0.2	-1
Cc1nn(C)cc1S(=O)(=O)N1CCN(c2ccc(F)cc2)CC1	-1	0	-2	-4	1.5	1	13	1.8	-1
COc1ccc(N(C(C)=O)S(=O)(=O)c2cccc3cccnc23)cc1	-8	13	-1	-5	-0.2	-4	-6	0.4	-3
CCc1nnc(NS(=O)(=O)c2ccc(NC(=O)CCC(=O)O)cc2)s1	-4	4	1	-4	0.7	-13	1	0.1	5
CCOc1ccc(-n2c(=S)sc3c(=O)[nH]c(SCC(=O)N4CCC(C)CC4)nc32)cc1	1	6	-5	5	0.5	-5	10	0.6	-3
O=C(Nc1ccccc1NC(=O)c1ccc(F)cc1)c1ccc(F)cc1	-4	3	-13	-7	0.2	-10	11	0.4	-15
COc1ccc(C(=O)c2[nH]c(N)c(C(=O)NCCc3c[nH]c4ccccc34)c2-c2ccc(OC)c(OC)c2)cc1	.	6	-8	.	.	.	9	2.9	31
COc1cccc(CC(=O)Nc2ccc(S(=O)(=O)Nc3nc(C)cc(C)n3)cc2)c1	-3	4	-2	4	0.5	2	19	0.2	-5
CCC(CC)NC(=O)c1n[nH]c(=O)c2ccccc12	-3	4	-10	-12	0.5	-11	18	0.4	8
CC(C)[C@H](NC(=O)C1CCN(S(=O)(=O)c2ccc(F)cc2)CC1)C(=O)NCc1ccco1	-2	2	-10	-14	0.8	-1	0	1.2	-11

Remaining list, next part:
SMILES	M1 ag	TAAR1 agonist	CHO-K1 Ca antag	CHO parental Ca	V1aR counter	OXTR potentiate	M1 PAM parental	M1 ag parental	TAAR1 antagonist
O=C(Cc1ccc(-n2c(=O)[nH]c3ccsc3c2=O)cc1)N1CCN(c2ccc(Cl)cc2)CC1	-2	-1	-6	-17	0.2	-10	14	4.1	14
Cc1ccc2nc(SCC(=O)Nc3ccc4c(c3)OCCO4)[nH]c2c1	-1	3	-4	-21	0.2	-9	9	0.0	-6
C#CC(CC)(CC)NC(=O)NC1CCCCC1	-10	0	8	-6	-1.0	7	3	-0.1	-10
Cc1cccc(-n2nc3c(c2NC(=O)c2cc4ccccc4o2)CS(=O)(=O)C3)c1	-2	0	-1	-15	3.3	-2	5	0.0	5
Cc1ccc(C)c(OCCC(=O)OCC(=O)NNC(=O)c2ccccc2)c1	-1	3	6	-14	0.7	-1	-8	0.6	-12
CNc1ccccc1C(=O)OC	-2	1	0	0	0.7	-3	-7	-0.1	-11
O=C(NC(=S)Nc1cc([N+](=O)[O-])ccc1O)C1CC1	-3	-1	9	-1	0.0	7	-10	-0.4	-14
CCC(=O)c1ccc(OCC(=O)OCC(=O)NCC2CCCO2)cc1 (configuration not stated)	3	1	-11	-8	0.6	-3	6	0.7	0
COc1cccc(-c2nnc(NC(=O)CCS(=O)(=O)c3ccc(C)cc3)o2)c1	-6	1	2	-11	-0.5	1	25	1.6	-16
Cc1ccccc1S(=O)(=O)/N=C(/c1ccccc1)N1CCOCC1	-7	1	9	-7	0.4	-3	-12	-0.1	-15
Cc1ccc(C(C(=O)NC(C)(C)C)N(Cc2ccco2)C(=O)CCC(=O)Nc2ccccn2)cc1 (configuration not stated)	1	3	-10	-15	0.2	-8	2	-0.1	-6
CCSc1cc(C)nc2c(-c3ccccc3)cnn12	-3	-1	8	-19	-0.2	-3	-17	-0.4	-37
N#CCC(=O)Nc1ccc(C(=O)NCC2(N3CCOCC3)CCCCC2)cc1	-7	1	-16	-11	-0.1	-4	12	0.1	-8
Cc1ccc(Cc2c(-c3ccco3)nc3c4ccccc4ccn23)cc1	-6	0	-9	.	.	.	-5	0.8	-13
